PKA inh – inhibitors of human protein kinase A. P17612. inhibition, % at 6 µM. PKA Kemptide phosphorylation, Kinase-Glo ATP luminescence. 65,000 tested, 0.1% active;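 active = inhibition above the screen-wide mean inhibition plus 3 SD, cut at about 21% in these data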; note: many of its hits are not listed in these tables
CatB mix inh – inhibitors of human cathepsin B in compound mixtures. P07858. Purified cathepsin B, AMC dipeptide fluorescence. inhibition, %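 (ten-compound pools at 5 µM per compound and 50 µM total)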. 62,000 tested, 0.06% active; in the data active = inhibition above about 22%, passing the limit was not always enough;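 note: 0% = enzyme without compound and 100% = no enzyme blank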
CatS inh – human cathepsin S inhibition. 62,000 tested, 0.06% active. P25774. inhibition, %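 (tested at 5 µM per compound within 10-compound mixtures)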. AID 501. recombinant cathepsin S, AMC dipeptide fluorescence, pooled mixtures; in the data active = inhibition above about 32%, passing the limit was not always enough;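 note: 0% = enzyme without compound and 100% = blank without enzyme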
JNK3 inh – blocks human JNK3 kinase activity; P53779; purified JNK3 kinase activity, HTS; inhibition, % at 8 µM; 60,000 tested, 0.61% active; in the data active = inhibition above about 17%;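 note: 0% = DMSO and 100% = reference inhibitor; many of its hits are not listed in these tables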
CatB inh – blocks human cathepsin B protease activity | 63,000 tested, 0.1% active | purified cathepsin B, fluorogenic substrate, fluorescence | P07858 | inhibition, %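 (tested at 10 µM)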; in the data active = inhibition above about 21%;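 note: 0% = enzyme with no compound and 100% = no enzyme blank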
AP complement – orthogonal test for alternative complement pathway inhibitors. Human serum alternative complement pathway, LPS-coated ELISA, C3 deposition; tested in compound mixtures. inhibition, % at 5 µM. 62,000 tested, 0.08% active. AID 1235;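 active = inhibition above 30% in each of the two pooled mixtures holding the compound, so the lower value exceeds 30%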;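 note: 0% = serum in Mg-EGTA without compound and 100% = EDTA serum blank; some compounds past the cut are filed as inactive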
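Test system: human serum complement alternative pathway, C3 deposition onto LPS / Medium: Mg2+-EGTA GVB++ buffer containing human serum at 1:15 dilution / Probe or stimulus: Plate-bound LPS / Times: 1 h at 37 °C / Signal: ELISA with HRP anti-human C3 antibody, TMB substrate, absorbance 450 nm / Measure: percent inhibition / Repeats: two pool placements per compound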
RORa activator – activators of human nuclear receptor RORA. P35398. CHO-K1 Gal4-RORA LBD luciferase reporter, luminescence; percent increase over mock-subtracted basal signal. activation, % at 10 µM. 65,000 tested, 1.5% active. AID 560;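 active = activation above the mean of all tested compounds plus 3 SD, cut at about 49% in these data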;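 note: 0% = DMSO-treated RORA cells and 100% = added signal equal to DMSO minus mock-transfected cells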
ROCK2 inh – inhibitors of human Rho kinase 2; purified ROCK2, Kinase-Glo ATP depletion luminescence; inhibition, % at 6 µM; 60,000 tested, 0.35% active;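 active = inhibition above the screen-wide mean inhibition plus 3 SD, cut at about 18% in these data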;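 note: plate controls were DMSO wells for no effect and Y-27632 control wells after no-enzyme background subtraction for full effect; many of its hits are not listed in these tables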
E coli RNAP – Escherichia coli RNA polymerase inhibition; P0A8V2; E. coli RNA polymerase, fluorescence transcription assay; inhibition, %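 (tested at 10 µM)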; 62,000 tested, 0.2% active; AID 559; in the data active = inhibition above about 20%;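 note: 0% = enzyme without compound and 100% = no enzyme blank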
Target sequence (P0A8V2 whole entry, looked up): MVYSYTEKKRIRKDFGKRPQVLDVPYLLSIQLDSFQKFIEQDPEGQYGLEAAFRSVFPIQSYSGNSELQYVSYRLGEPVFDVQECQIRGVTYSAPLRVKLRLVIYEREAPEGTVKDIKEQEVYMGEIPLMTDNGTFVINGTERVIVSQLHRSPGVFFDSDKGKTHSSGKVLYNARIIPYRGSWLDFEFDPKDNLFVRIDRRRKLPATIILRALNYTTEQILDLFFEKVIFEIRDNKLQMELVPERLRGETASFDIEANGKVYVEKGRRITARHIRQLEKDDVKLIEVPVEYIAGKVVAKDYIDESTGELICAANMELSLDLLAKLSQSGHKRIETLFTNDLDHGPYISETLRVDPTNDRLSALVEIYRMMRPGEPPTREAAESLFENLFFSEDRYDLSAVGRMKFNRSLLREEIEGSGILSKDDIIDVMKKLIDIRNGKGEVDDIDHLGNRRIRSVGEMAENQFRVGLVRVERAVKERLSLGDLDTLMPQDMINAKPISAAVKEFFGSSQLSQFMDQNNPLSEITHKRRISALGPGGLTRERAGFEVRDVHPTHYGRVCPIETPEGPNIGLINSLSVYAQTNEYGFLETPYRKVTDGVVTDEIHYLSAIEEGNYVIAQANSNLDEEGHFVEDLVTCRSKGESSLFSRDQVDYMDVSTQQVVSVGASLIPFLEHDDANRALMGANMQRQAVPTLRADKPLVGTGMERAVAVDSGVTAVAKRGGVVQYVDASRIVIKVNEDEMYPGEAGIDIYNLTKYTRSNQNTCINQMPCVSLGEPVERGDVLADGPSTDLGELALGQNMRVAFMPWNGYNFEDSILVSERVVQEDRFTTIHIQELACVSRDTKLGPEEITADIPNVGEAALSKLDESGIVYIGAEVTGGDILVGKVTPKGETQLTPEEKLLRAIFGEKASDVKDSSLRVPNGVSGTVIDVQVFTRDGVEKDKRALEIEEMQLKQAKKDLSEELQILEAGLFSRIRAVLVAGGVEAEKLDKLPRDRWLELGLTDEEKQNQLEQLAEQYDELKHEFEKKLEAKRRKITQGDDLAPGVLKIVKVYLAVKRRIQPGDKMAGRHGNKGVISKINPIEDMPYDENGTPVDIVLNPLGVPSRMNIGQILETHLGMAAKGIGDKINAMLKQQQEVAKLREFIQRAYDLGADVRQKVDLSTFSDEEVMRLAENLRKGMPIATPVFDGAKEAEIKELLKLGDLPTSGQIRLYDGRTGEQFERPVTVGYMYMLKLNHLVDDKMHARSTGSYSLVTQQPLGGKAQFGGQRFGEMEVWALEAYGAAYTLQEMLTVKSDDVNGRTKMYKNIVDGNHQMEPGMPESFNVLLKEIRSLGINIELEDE
Starred values were filed as active, the others as inactive. The list is partial; count on the stated rates, not on these rows.

`Cc1ccc(-c2nnn(CC(=O)N(CCO)C(C(=O)NC(C)(C)C)c3ccncc3)n2)cc1` (stereo not given) gave PKA inh -0.6, CatB mix inh 7.6, CatS inh -3.2, JNK3 inh -4.7, CatB inh 3.6, AP complement 9.4, RORa activator -11.9, ROCK2 inh -3.4 and E coli RNAP 2.1.
For COc1ccc(-c2noc(CCC(=O)Nc3cccnc3)n2)cc1OC the results were PKA inh -2.1, CatB mix inh -3.8, CatS inh -1.3, JNK3 inh -9.6, CatB inh -4.9, AP complement 5.1, RORa activator 10.1, ROCK2 inh 0.9 and E coli RNAP -0.7.
`O=c1[nH]c(SCc2cccc(Cl)c2)nc2c1CCCC2` gave PKA inh -1.8, CatB mix inh 3.6, CatS inh 14.8, CatB inh 5.8, AP complement 10.5, RORa activator -1.9 and E coli RNAP 0.7.
COc1ccc(C(=O)c2ccc(N3CCOCC3)cc2)c(OC)c1 was read as PKA inh 6.5, JNK3 inh 3.1, CatB inh 0.1, RORa activator 23.5, ROCK2 inh -9.3 and E coli RNAP -6.3.
Screening O=C(CNC(=O)c1ccco1)OCC(=O)c1ccccc1 returned PKA inh 10.0, CatB mix inh 6.6, CatS inh 8.1, JNK3 inh -0.2, CatB inh 13.9, AP complement 0.4, RORa activator -10.8, ROCK2 inh 7.8 and E coli RNAP 12.1.
For CCOC(=O)C1C(c2ccc3c(c2)OCO3)NC(=O)NC1(O)C(F)(F)F (stereo not given) the results were PKA inh 12.2, CatB mix inh -5.6, CatS inh -22.6, JNK3 inh -3.6, CatB inh 8.1, AP complement 3.2, RORa activator 1.8, ROCK2 inh 2.8 and E coli RNAP 3.0.
Screening COCCN(C(=O)Nc1ccccc1)c1ccccc1C returned PKA inh 5.5, JNK3 inh -1.2, CatB inh -2.5, RORa activator -6.8, ROCK2 inh -5.0 and E coli RNAP 8.3.
For COc1ccc(S(=O)(=O)N(CC(=O)O)c2ccc(C)cc2)cc1 the results were PKA inh -2.7, CatB mix inh 0.1, CatS inh -9.2, JNK3 inh -0.6, CatB inh 0.2, AP complement 8.0, RORa activator -1.0, ROCK2 inh -2.7 and E coli RNAP -0.9.
Screening COc1ccc(N2CC(=O)N(c3ccc(OC)c(OC)c3)CC2=O)cc1OC returned PKA inh -0.4, JNK3 inh 3.6, CatB inh -1.3, RORa activator -21.4, ROCK2 inh -4.6 and E coli RNAP -4.5.
Screening Cc1ccc(CNC(=O)C2CNc3cc(C)ccc3O2)cc1 (stereo not given) returned PKA inh 0.7, CatB mix inh -5.1, CatS inh -2.9, JNK3 inh 0.0, CatB inh 0.8, AP complement 8.2, RORa activator -17.1, ROCK2 inh 0.5 and E coli RNAP 5.1.
For c1ccc2c(c1)CCN2CCN1CCc2ccccc21 the results were PKA inh -1.7, CatB mix inh 2.5, CatS inh 16.4, JNK3 inh 1.0, CatB inh 0.6, AP complement 6.0, RORa activator 15.3, ROCK2 inh 1.2 and E coli RNAP 9.6.
For Cn1c(=O)c2c(nc(CN3CCC(C(N)=O)CC3)n2CCCc2ccccc2)n(C)c1=O the results were PKA inh 4.2, CatB mix inh 2.2, CatS inh 0.6, JNK3 inh -3.6, CatB inh 2.9, AP complement 3.9, RORa activator -11.6, ROCK2 inh 4.8 and E coli RNAP 10.9.
Screening CCN=c1scc(C)n1/N=C/c1ccsc1 returned PKA inh 10.4, CatB mix inh -6.1, CatS inh -6.1, JNK3 inh -10.3, CatB inh 0.0, AP complement -0.9, RORa activator 69.0*, ROCK2 inh 3.4 and E coli RNAP 3.3.
CCOC(=O)c1ccc(NC(=O)CSc2nnc(-c3cccs3)n2CC)cc1 was read as PKA inh 6.5, CatB mix inh -0.7, CatS inh -4.6, JNK3 inh 1.5, CatB inh -0.7, AP complement 2.7, RORa activator 14.5, ROCK2 inh 1.6 and E coli RNAP 4.7.
Cc1ccc(NC(=O)CSc2nnc(-c3ccncc3)n2N)cc1C was read as PKA inh -5.4, CatB mix inh 3.2, CatS inh 22.5, CatB inh 3.0, AP complement 4.8, RORa activator -6.0 and E coli RNAP 8.4.
Screening Cc1cc(C)c(N2C(=NC(=O)CCCC(=O)O)SC3CS(=O)(=O)CC32)c(C)c1 (stereo not given) returned PKA inh 7.9, CatB mix inh 3.1, CatS inh -2.1, JNK3 inh 0.8, CatB inh 5.5, AP complement 24.4, RORa activator -14.9, ROCK2 inh 3.5 and E coli RNAP -0.4.
COc1cccc(NC(=O)CSCc2n[nH]c(=O)[nH]2)c1 was read as PKA inh 1.8, CatB mix inh -5.7, CatS inh -21.4, JNK3 inh -3.1, CatB inh -5.2, AP complement 16.9, RORa activator -11.7, ROCK2 inh 0.1 and E coli RNAP -4.9.
Cn1c(SCC(=O)NCc2ccc3c(c2)OCO3)nnc1-c1cc2ccccc2cc1O was read as PKA inh 2.8, CatB mix inh 0.9, CatS inh 11.7, JNK3 inh 5.3, CatB inh 4.0, AP complement -9.8, RORa activator 6.7, ROCK2 inh 6.0 and E coli RNAP 12.1.
Cn1c(=O)c2c(-c3ccncc3)c3c(nc2n(C)c1=O)-c1ccccc1C3=O was read as PKA inh 12.1, CatB mix inh -1.6, CatS inh -5.5, JNK3 inh 1.7, CatB inh -3.6, AP complement 19.3, RORa activator 12.9, ROCK2 inh 6.4 and E coli RNAP -10.9.
For c1ccc2sc(-c3ccc4c(c3)OCO4)nc2c1 the results were PKA inh -4.9, CatB mix inh 2.5, CatS inh -5.6, JNK3 inh 4.2, AP complement 15.8, RORa activator -24.7, ROCK2 inh -27.0 and E coli RNAP 1.1.

Part of the list above in order of length of the SMILES, lowest first:
COc1cccc(NC(=O)CSCc2n[nH]c(=O)[nH]2)c1 was read as PKA inh 1.8, CatB mix inh -5.7, CatS inh -21.4, JNK3 inh -3.1, CatB inh -5.2, AP complement 16.9, RORa activator -11.7, ROCK2 inh 0.1 and E coli RNAP -4.9.
For CCOC(=O)C1C(c2ccc3c(c2)OCO3)NC(=O)NC1(O)C(F)(F)F (stereo not given) the results were PKA inh 12.2, CatB mix inh -5.6, CatS inh -22.6, JNK3 inh -3.6, CatB inh 8.1, AP complement 3.2, RORa activator 1.8, ROCK2 inh 2.8 and E coli RNAP 3.0.
For Cn1c(=O)c2c(nc(CN3CCC(C(N)=O)CC3)n2CCCc2ccccc2)n(C)c1=O the results were PKA inh 4.2, CatB mix inh 2.2, CatS inh 0.6, JNK3 inh -3.6, CatB inh 2.9, AP complement 3.9, RORa activator -11.6, ROCK2 inh 4.8 and E coli RNAP 10.9.

The results go on:
For O=C(Nc1ccc(SC(F)F)cc1)C1=COCCO1 the results were PKA inh -3.4, CatB mix inh 5.8, CatS inh 16.8, CatB inh -1.4, AP complement 4.9, RORa activator 16.1 and E coli RNAP 9.7.
Screening COc1ccccc1-c1nnc2sc(-c3ccc(N(C)C)cc3)nn12 returned PKA inh 5.5, CatB mix inh -7.9, CatS inh -14.1, JNK3 inh 6.2, CatB inh 1.8, AP complement 8.1, RORa activator -56.8, ROCK2 inh 1.6 and E coli RNAP -1.0.
For CC(C)Cc1nc2oc3c(NCC4CCCO4)ncnc3c2c2c1CCC2 (stereo not given) the results were PKA inh 2.2, CatB mix inh 0.6, CatS inh 0.6, JNK3 inh -0.7, CatB inh 3.6, AP complement -1.7, RORa activator 39.7, ROCK2 inh 9.8 and E coli RNAP 3.6.
For CC(C)c1nnc(NC(=O)CCN2C(=O)c3ccccc3C2=O)s1 the results were PKA inh 6.2, CatB mix inh 8.3, CatS inh -5.1, JNK3 inh -4.0, CatB inh -3.1, AP complement 14.8, RORa activator -20.2, ROCK2 inh 5.4 and E coli RNAP 3.6.
For COc1ccc(/C(O)=C2/C(=O)C(=O)N(CCCN(C)C)C2c2ccc(Cl)cc2)cc1OC (stereo not given) the results were PKA inh 5.1, CatB mix inh 2.5, CatS inh -12.4, JNK3 inh 3.8, CatB inh 0.5, AP complement 7.7, RORa activator -1.5, ROCK2 inh 2.2 and E coli RNAP 6.7.
`COc1cccc(NC(=O)c2ccccc2-c2nc(-c3cccc(C)c3)no2)c1` gave PKA inh 9.2, CatB mix inh 6.2, CatS inh 2.9, JNK3 inh 7.9, CatB inh 0.1, AP complement 16.6, RORa activator 1.4, ROCK2 inh 2.8 and E coli RNAP 5.0.
Screening Cc1cc(F)ccc1NCc1ccncc1 returned PKA inh 10.8, CatB mix inh 0.8, CatS inh -5.4, JNK3 inh -5.2, CatB inh 3.8, AP complement 10.7, RORa activator -14.7, ROCK2 inh 5.8 and E coli RNAP 9.7.
COC(=O)COc1ccc(S(=O)(=O)NCc2cccnc2)cc1 was read as PKA inh -10.6, CatB mix inh 1.0, CatS inh -3.4, JNK3 inh -1.8, CatB inh -1.6, AP complement 12.4, RORa activator -10.4, ROCK2 inh -10.7 and E coli RNAP 0.6.
O=C(NCCN1CCCC1)C1COc2ccccc2O1 (stereo not given) was read as PKA inh -3.4, CatB mix inh 4.4, CatS inh 5.7, CatB inh 5.5, AP complement -4.5, RORa activator 6.7 and E coli RNAP 4.9.
`O=C(NCCN1CCOCC1)c1cc2ccccc2o1` gave PKA inh 2.9, CatB mix inh 4.8, CatS inh -1.5, CatB inh -5.7, AP complement 16.0, RORa activator -2.7 and E coli RNAP 2.8.
For CCOc1ccc(N(CC(=O)Nc2ccc3c(c2)OCCO3)S(=O)(=O)c2c(C)noc2C)cc1 the results were PKA inh 5.0, CatB mix inh 9.1, CatS inh 4.0, JNK3 inh 0.5, CatB inh 1.7, AP complement 22.2, RORa activator 4.3, ROCK2 inh 8.0 and E coli RNAP 6.0.
For COc1ccccc1N1CCN(CC(=O)Nc2c(C)n[nH]c2C)CC1 the results were PKA inh 0.5, CatB mix inh -3.1, CatS inh -8.2, JNK3 inh -6.0, CatB inh -1.4, AP complement -13.9, RORa activator -15.2, ROCK2 inh 0.6 and E coli RNAP -4.8.
`COc1ccccc1N(C(=O)NCc1ccccc1)C1=NCC(C)S1` (stereo not given) gave PKA inh -13.7, CatB mix inh 5.5, CatS inh 27.5, JNK3 inh -1.1, CatB inh 1.4, AP complement 7.7, RORa activator 4.5, ROCK2 inh 0.8 and E coli RNAP 10.1.
CCOC(=O)C1=C(C)NC(=O)NC1c1ccc(C)o1 (stereo not given) was read as PKA inh -10.7, CatB mix inh -0.1, CatS inh 0.1, JNK3 inh -1.7, CatB inh -3.0, AP complement 16.9, RORa activator 6.0, ROCK2 inh -6.0 and E coli RNAP 2.5.
`CCOC(=O)c1c(NC(=O)CSc2ncn[nH]2)sc(C)c1C` gave PKA inh 5.5, CatB mix inh 3.0, CatS inh -6.8, JNK3 inh 5.5, CatB inh 2.8, AP complement -1.3, RORa activator -0.5, ROCK2 inh 4.2 and E coli RNAP 11.5.
For N=P(N1CCOCC1)(N1CCOCC1)C12CC3CC(CC(C3)C1)C2 the results were PKA inh 1.0, CatB mix inh 5.5, CatS inh -8.2, JNK3 inh 1.0, CatB inh 3.0, AP complement 14.7, RORa activator -4.0, ROCK2 inh 1.3 and E coli RNAP 2.2.
Screening CC1CCCC(NC(=O)c2cn(C)c3ccc(S(=O)(=O)N4CCCC4)cc3c2=O)C1C (stereo not given) returned PKA inh -1.9, CatB mix inh 2.8, CatS inh 4.1, JNK3 inh -3.9, CatB inh 14.0, AP complement 6.4, RORa activator 34.0, ROCK2 inh -0.6 and E coli RNAP -2.5.
C[C@H](NC(=O)C1(c2ccccc2)CCN(C(=O)[C@H]2CSCN2C(=O)OC(C)(C)C)CC1)C(=O)O was read as PKA inh -8.2, CatB mix inh -29.6, CatS inh -51.1, JNK3 inh 1.4, CatB inh -1.0, AP complement 22.7, RORa activator 5.7 and ROCK2 inh -11.5.
`O=C(c1ccc(-c2nnc(-c3ccccc3)o2)cc1)N1CCCCCC1` gave PKA inh -2.7, CatB mix inh -1.6, CatS inh -4.9, JNK3 inh -1.7, CatB inh -2.7, AP complement 4.0, RORa activator 60.3*, ROCK2 inh 1.4 and E coli RNAP 3.8.

Screening data from PubChem.
